Lipid droplet: modulators of hepatic lipid droplet formation. AML12 mouse hepatocytes, oleate lipid droplets, BODIPY imaging. inhibition, % at 6.5 µM. 240,000 tested, 0.4% active. AID 1656;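 active means lipid droplet intensity inhibited by at least 50%, with more than 500 cells counted; inconclusive means wells with under 300 cells, treated as cytotoxic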
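Technique: fluorescence imaging, 20x objective, two fields per well / Assay system: AML12 hepatocytes (mouse) / Measure: % inhibition of lipid droplet signal / Doses: 6.5 µM single-point dosing / Incubation: overnight exposure / Reagent: 100 µM oleic acid challenge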
Insulin prom up: MIN6 insulin promoter up-regulation | MIN6 insulin promoter-GFP reporter, high-content imaging; stronger effect = higher value | z-score at 5 µM | 190,000 tested, 0.3% active | AID 1625;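 active means z-score above 3 at 5 µM with at least 500 cells counted in the well; inconclusive means wells under 500 cells, flagged as cytotoxic or low count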
MT stabilize HCS: microtubule stabilizers in HeLa cells; HeLa tubulin immunostaining HCS, 24 h; share of cells brighter than vehicle mean+2SD; % tubulin-high responders, % at 10 µM; 200,000 tested, 0.83% active; AID 2205;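 active means plate Z-score above 3 for both tubulin-high and condensed-nucleus cell shares, with cell loss under 80%, at 10 µM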;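 further: anti alpha tubulin signal scored within the nucleus-defined area of each cell; some results filed as inactive read as strong as hits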
HEK293 NOD2/NF-kB: inhibition of NOD2-driven NF-kB reporter – cell-based, luminescence, uHTS, HEK293 (AID 1566); HEK293 NOD2/NF-kB luciferase reporter, luminescence; higher % means a stronger effect; one-dose inhibition, % at 4 µM; EC50 in µM for titrated hits; 290,000 tested, 0.63% active; in the data active means inhibition above about 50%; further: many of its hits are not listed in these tables
Autophagy mod: alters autophagy in cells; MEF GFP-LC3 puncta imaging; test concentration mostly 10 µM; calls only at 10 µM (by protocol); 190,000 tested, 0.98% active;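 active means percentage of spot-positive cells more than 3 SD above its plate mean, without a fluorescence outlier flag or 80% toxicity; inconclusive means no clear call, values can overlap the other calls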;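 further: spot-positive cell cutoff set from DMSO-treated cells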
Yfh1-off respiration: enhancers of respiration in Yfh1-depleted yeast, dose response, Friedreich's ataxia, plus single-dose screen (AID 1465). S. cerevisiae Yfh1-off respiration, WST-1 reduction, 72 h; higher fold induction means a stronger effect. fold induction at 50 µM; hits with a dose series show EC50 in µM. 220,000 tested, 0.074% active;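 active means fold induction of absorbance versus untreated yeast above a set limit, then at least 30% activation at any dose in follow-up; inconclusive means repeats straddling the limit, or above it without dose testing; inactive means fold induction below the set limit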;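 further: activators that raise dye reduction in frataxin-depleted yeast; strong numbers were not always called active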
Dynein cargo inh: dynein cargo transport inhibition; 3617.4 mouse cells, GR-EGFP nuclear translocation imaging; test concentration mostly 20 µM; stimulated with dexamethasone, 1 µM; stronger effect = lower value; z-score, hits read low; 220,000 tested, 0.47% active;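 active means plate z-score of nuclear minus cytoplasmic receptor signal below a set negative limit, without overly bright fluorescence or cell loss, cut at about -3.5 in these data, passing the limit was not always enough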;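 further: z-score of nuclear minus cytoplasmic ring GR-EGFP intensity difference per well; some compounds called inactive have numbers as strong as hits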
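Also added – dexamethasone, 1.0 µM final · Buffer or medium – tet-free, stripped-serum medium · Schedule – induction 48 h, compound 1 h, agonist 30 min · Detection – formaldehyde fixation, Hoechst nuclear stain, 10x automated fluorescence imaging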
b-catenin transl: modulators of beta-catenin nuclear translocation; HeLa beta-catenin nuclear translocation, immunofluorescence imaging; nuclear translocation activity, % at 5 µM; 190,000 tested, 0.3% active; AID 1665;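 active means nuclear translocation activity above 50% at 5 µM, with a well cell count of 50 or more; inconclusive means wells under 50 cells across six images, flagged as toxic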;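 further: per-cell ratio of nuclear to cytoplasmic median beta-catenin stain intensity; plate controls were DMSO negative control for no effect and GSK-3 inhibitor IX positive control for full effect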
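Test system: human HeLa cells, endogenous beta-catenin. Times: 24 h compound exposure, 37°C. Measured by: beta-catenin immunofluorescence imaging with DAPI.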
WT yeast gro inh: growth inhibition of WT yeast, mitochondrial fusion screen; mitochondrial fusion phenotypic screen, WT strain; 190,000 tested, 2.1% active; AID 1362; inhibition, % at 10 µM; in the data active means inhibition above about 58%; tested in S. cerevisiae
WT yeast gro inh mutant strain: second read-out of WT yeast gro inh, no call of its own (marks repeat the call); inhibition, %; mitochondrial fusion phenotypic screen, mutant strain inhibition
Dynein cargo inh cytoplasmic EGFP: recorded beside Dynein cargo inh, whose call it bears; z-score; measured here: cytoplasmic GR-EGFP intensity; stronger effect = higher value
Dynein cargo inh nuclear GR-EGFP: second read-out of Dynein cargo inh, no call of its own (marks repeat the call); z-score; measured here: nuclear GR-EGFP intensity;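 lower value marks the stronger effect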
Dynein cargo inh cell count: recorded beside Dynein cargo inh, whose call it bears; z-score; measured here: cell count per field
Insulin prom up cell count: further read-out of Insulin prom up, marked with its call; cell count; measured here: cytotoxicity, nuclei count;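 total cells summed across four imaged fields per well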
Lipid droplet cells 6.5 µM: also measured in Lipid droplet; calls as there; cell count; measured here: cell count, cytotoxicity flag;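 cells counted across two imaged fields per well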
b-catenin transl cell count 5 µM: recorded beside b-catenin transl, whose call it bears; cell count; measured here: cell count, cytotoxicity flag
MT stabilize HCS Hoechst-high %: recorded beside MT stabilize HCS, whose call it bears; % Hoechst-high responders; measured here: nuclear condensation Hoechst responders;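 share of cells brighter than vehicle mean plus two SD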
MT stabilize HCS cytotoxicity %: second read-out of MT stabilize HCS, no call of its own (marks repeat the call); toxicity, %; measured here: cytotoxicity by cell density;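 0% = mean cell density of plate MIN control wells and 100% = no cells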
Autophagy mod cell loss 18 h: also measured in Autophagy mod; calls as there; toxicity, %; measured here: cell loss, nuclei count;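 cell loss after 18 h compound exposure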
An asterisk follows results filed as active; i = inactive; ? = inconclusive; nt = not tested or not shown.

SMILES | Lipid droplet | Lipid droplet cells 6.5 µM | Insulin prom up | Insulin prom up cell count | MT stabilize HCS | MT stabilize HCS Hoechst-high % | MT stabilize HCS cytotoxicity % | HEK293 NOD2/NF-kB | Autophagy mod | Autophagy mod cell loss 18 h | Yfh1-off respiration | Dynein cargo inh | Dynein cargo inh cytoplasmic EGFP | Dynein cargo inh nuclear GR-EGFP | Dynein cargo inh cell count | b-catenin transl | b-catenin transl cell count 5 µM | WT yeast gro inh | WT yeast gro inh mutant strain
Cc1ccc(C(C)C)c(OCCN(C)C)c1 | -35 | 721 | nt | nt | 2.2 | 2.2 | 10 | 4% | i | -4 | i | -0.44 | -0.2 | -0.31 | 0.57 | 1.8 | 1111 | -12 | -43
COC(=O)/C=C(\Oc1ccccc1)C1(O)CCCCC1 | 0 | 706 | 0.21 | 1181 | nt | nt | nt | 18% | nt | nt | i | 1.9 | -0.079 | 0.82 | -2.5 | 0.5 | 1345 | nt | nt
O=C(OC(C(=O)NCc1cccs1)c1ccccc1Cl)c1ccco1 (stereo not drawn) | nt | nt | 0.41 | 1392 | 2.6 | 1.0 | 0.6 | -5% | i | 13 | i | -0.31 | -0.35 | 0.24 | 0.087 | -0.6 | 1153 | 9 | -4
CCC(C)NC(=O)CSc1nc2scc(-c3ccccc3)c2c(=O)[nH]1 (stereo not drawn) | -12 | 599 | 0.99 | 1334 | 3.1 | 2.5 | 8.3 | 14% | i | 12 | i | -0.52 | -0.29 | -0.65 | 0.79 | -0.2 | 572 | 9 | -20
O=C(Cn1cnc2c(oc3ccccc32)c1=O)N1CCCc2ccccc21 | 10 | 799 | nt | nt | 1.1 | 1.1 | 8.6 | -11% | i | 4 | i | -0.86 | -0.13 | -0.19 | 0.76 | -3.1 | 971 | -3 | 0
COc1ccc(C2CC(c3ccccc3)=NN2C(=O)CSc2ncn[nH]2)cc1 (stereo not drawn) | -2 | 663 | 0.38 | 1153 | 3.1 | 1.8 | 9.5 | -4% | i | -3 | i | 2 | -0.28 | 1.2 | -0.84 | -1.1 | 830 | -13 | 6
CC(C)(C)OC(=O)[C@H](Cc1ccccc1)NC(=O)c1nc[nH]c1C(=O)NC1CCN(C(=O)OC(C)(C)C)CC1 | -7 | 712 | 0 | 1434 | 3.4 | 1.1 | 7.2 | -12% | i | 12 | i | -0.51 | -0.28 | 0.0061 | -0.15 | -4.1 | 1140 | 57 | 24
COc1ccc(/C(O)=C2/C(=O)C(=O)N(CCCC(=O)O)C2c2ccc(OC)c(OC)c2)cc1 (stereo not drawn) | nt | nt | -0.26 | 1344 | 2.0 | 2.2 | 12 | 0% | i | -9 | i | -0.56 | 0.35 | -0.086 | 0.52 | -0.9 | 1342 | 15 | 15
CCN(CCn1cccn1)C(=O)CCc1nnc(Cc2c[nH]c3ccccc23)o1 | -7 | 756 | 0.11 | 1629 | 0.9 | 1.2 | 3.0 | -11% | i | -19 | i | -0.08 | -0.34 | 0.19 | 0.89 | -2.2 | 1034 | -5 | -7
CC(=O)Nc1ccc2c(c1)ncn2-c1ccc(C)cc1 | 29 | 717 | -0.1 | 1459 | 3.2 | 1.6 | 7.3 | -98% | i | -6 | i | -0.92 | -0.2 | -0.68 | 0.83 | 2.0 | 1509 | -3 | -12
CCOC(=O)C1CCCN(CCC(=O)Nc2c(C(=O)OC)[nH]c3cc(OC)ccc23)C1 (stereo not drawn) | nt | nt | 0.5 | 1183 | 3.6 | 2.6 | 6.2 | 4% | i | 27 | i | 1.4 | -0.24 | 0.59 | -1.2 | -9.0 | 945 | -6 | 1
CCOC(=O)c1cc[nH]c1C | 13 | 749 | -0.18 | 1273 | 3.9 | 1.4 | 12 | 5% | i | -44 | i | 3.4 | -0.17 | 1.9 | -1.4 | nt | nt | 6 | 10
O=C(Nc1ccc(N2CCCCC2)cc1)c1cccnc1Cl | 4 | 685 | 0.78 | 853 | 2.2 | 1.0 | 11 | -2% | i | 1 | i | 1.9 | -0.2 | 0.83 | -0.71 | nt | nt | 15 | 19
O=C(C1CCN(S(=O)(=O)c2ccc(-n3cnnn3)cc2)CC1)N1CCN(c2ccccc2)CC1 | -2 | 686 | -0.4 | 1192 | 1.6 | 2.2 | 9.0 | -7% | i | 6 | i | -0.17 | -0.21 | 0.2 | 0.78 | nt | nt | 0 | -6
O=C(CCN1C(=O)c2ccccc2C1=O)N1CCCCCC1 | -1 | 704 | -0.35 | 1269 | 3.1 | 1.8 | 4.5 | 1% | i | 2 | i | 0.063 | -0.26 | 0.048 | 0.77 | -1.3 | 1057 | 0 | -1
CCn1nc(C)c(NC(=O)CC23CC4CC(CC(C4)C2)C3)c1C | 9 | 648 | -0.5 | 1101 | 4.9 | 2.5 | 10 | 0% | i | -48 | i | 1.6 | -0.16 | 1.8 | -1.6 | 2.8 | 481 | -27 | -19
CCn1c(=NC(=O)c2ccco2)sc2cccc(F)c21 | -10 | 567 | 1 | 1881 | 4.4 | 1.8 | 5.1 | -25% | nt | nt | i | -0.4 | -0.2 | -0.19 | 0.017 | -2.8 | 1069 | 11 | 6
O=C(NCc1cccs1)C1CC(=O)N(c2ccc(F)cc2)C1 (stereo not drawn) | nt | nt | 0.19 | 1058 | 4.6 | 4.3 | 9.9 | 3% | i | 6 | i | 2.7 | 0.11 | 1.8 | -2.4 | -0.9 | 1168 | 4 | 9
O=C(OCc1ccccc1)C1CCCN1C(=O)c1cccs1 (stereo not drawn) | nt | nt | 0.74 | 992 | 1.3 | 1.9 | 10 | -3% | i | -5 | i | -0.3 | -0.22 | -0.31 | 0.84 | -0.5 | 1193 | -4 | 4
Cc1cc(C)n(-c2ccc(C(=O)Nc3cccnc3Cl)cc2)n1 | -11 | 725 | 0.33 | 1232 | 4.8 | 2.7 | 4.9 | 2% | i | -15 | i | 0.14 | -0.37 | -0.27 | 0.43 | 2.8 | 1052 | -11 | -14
Cc1cccc(C)c1-n1c(SCC(=O)N2CC(=O)Nc3ccccc32)nc2ccccc2c1=O | -51 | 538 | -0.14 | 1388 | 3.9 | 1.3 | 5.3 | -11% | i | -15 | i | -0.0068 | -0.3 | 0.038 | 0.31 | 2.1 | 1035 | -5 | 0
CCc1ccc(NC(=O)C(NS(=O)(=O)c2cccc3nsnc23)c2ccccc2)cc1 (stereo not drawn) | -12 | 677 | -0.39 | 1215 | 2.3 | 1.3 | 5.3 | 8% | i | -5 | i | 0.61 | -0.2 | 1.4 | -1 | -2.1 | 572 | 17 | -24
CCOc1ccccc1N(CC(=O)NC(C)(C)C)C(=O)Cn1nnc(-c2ccc(C)o2)n1 | 4 | 747 | 0.53 | 1159 | 1.9 | 1.1 | 4.6 | 20% | i | 17 | i | -0.43 | -0.21 | -0.32 | 0.2 | -2.2 | 1174 | -9 | 0
Cc1ccc(NC(=O)CCn2nnc3ccccc32)c(C)c1 | -18 | 743 | -0.94 | 1634 | 1.7 | 1.8 | 2.2 | -10% | i | 11 | i | -0.51 | -0.23 | -0.098 | 0.52 | -4.0 | 973 | -6 | -14
CC(C)(C)NC(=O)CSC(=Nc1ccccc1F)NC#N | ? | nt | nt | nt | 3.1 | 2.4 | 7.6 | -16% | i | 5 | i | -0.68 | -0.12 | -0.14 | -0.16 | 2.1 | 954 | -3 | 1
CC(C)NS(=O)(=O)c1ccc(NC(=O)Cc2cccs2)cc1 | -10 | 638 | -0.13 | 1307 | 4.0 | 3.6 | 6.0 | -20% | i | -3 | i | 0.071 | -0.33 | -0.44 | 0.12 | -0.1 | 1072 | -17 | -14
CCc1c(C)nc(SCC(N)=O)c(C#N)c1C | 5 | 791 | nt | nt | 1.4 | 0.7 | 8.7 | 25% | i | 0 | i | 0.27 | -0.07 | 0.044 | 0.44 | -9.6 | 1094 | nt | nt
Cc1ccc2c(c1)c1nnc(SCC(=O)N3CCCc4ccccc43)nc1n2CC(=O)O | 6 | 703 | -0.66 | 1598 | 1.4 | 1.6 | 6.0 | -9% | i | 6 | i | -0.052 | -0.23 | 0.22 | -0.064 | -0.5 | 1593 | -18 | -22

High-throughput results (PubChem)

Only part of the results is shown. The share of hits here may be higher or lower than overall.
